# Screens as filed in PubChem BioAssay.
# STK33 inh = inhibitors of human STK33 kinase; 320,000 tested, 0.073% active; inhibition, % at 10 µM; Q9BYT3; purified STK33, MBP phosphorylation, ADP-Glo luminescence; AID 2661;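 active means inhibition at or above 25%, using the most active replicate where run in duplicate; inactive means inhibition below 25%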
# The depositor's hits bear a star. A portion of the library; rates above refer to the full screens.
SMILES,STK33 inh
COC(=O)C1=C(c2ccc(OC)c(OC)c2)C[C@@H]2CC[C@H]1N2C(=O)NCCCOC(C)C,1.5
C[C@]12CC[C@H](O)CC1=CCC1C2CC[C@@]2(C)C1C[C@@H](O)[C@@H]2O (stereo not given in full),-1.2
COC(=O)C1=C(c2ccc(F)cc2OCc2ccccc2)C[C@@H]2CC[C@H]1N2C(=O)NCCOc1ccc(OC)cc1,2.2
COC(=O)C1=C(c2cccc(C#N)c2)C[C@@H]2CC[C@H]1N2C(=O)NC1CCCCC1,0.3
NC(=O)c1ccc(OCCC(O)N2CC=C(c3ccc(F)cc3)CC2)cc1 (stereo not given),-0.6
COC(=O)C1=C(c2ccc3ccccc3c2)C[C@@H]2CC[C@H]1N2C(=O)NCC1CC1,-0.5
N#CC(C#N)=Cc1ccc(-c2ccccc2F)o1,-0.9
COC(=O)C1=C(c2ccc3ccccc3c2)C[C@@H]2CC[C@H]1N2C(=O)NCCNC(C)=O,-0.9
COC(=O)C1=C(c2cccc(Cl)c2)C[C@@H]2CC[C@H]1N2C(=O)N1CCCC1,-1.5
O=c1[nH]c(=S)[nH]c(O)c1N=Nc1cc(S(=O)(=O)Nc2ccc(Cl)cc2)ccc1Cl,2.4
CC1CCCC(NC(=O)COC(=O)c2cn(C)c3ccccc23)C1C (stereo not given),0.4
Cc1ccc(N)c(N)c1,-0.3
CCCN1CCO[C@@H]2c3cc(O)ccc3OC[C@H]21,-1.2
O=C(CN1CCN(C(=O)COc2cccc(F)c2)CC1)Nc1ccc(Cl)c(C(F)(F)F)c1,0.1
CC(C)c1c(CN(C)C(C)Cc2ccccc2)n(C)n(-c2ccccc2)c1=O (stereo not given),-1.8

# In a second layout: results already given
O=c1[nH]c(=S)[nH]c(O)c1N=Nc1cc(S(=O)(=O)Nc2ccc(Cl)cc2)ccc1Cl
- STK33 inh: 2.4

Cc1ccc(N)c(N)c1
- STK33 inh: -0.3

COC(=O)C1=C(c2cccc(Cl)c2)C[C@@H]2CC[C@H]1N2C(=O)N1CCCC1
- STK33 inh: -1.5

NC(=O)c1ccc(OCCC(O)N2CC=C(c3ccc(F)cc3)CC2)cc1 (stereo not given)
- STK33 inh: -0.6
